# ERAP1 HTS inh – human ERAP1 aminopeptidase inhibitors, primary screen, biochemical, single point, plate reader; recombinant ERAP1, Leu-AMC fluorescence, 60 min; hit rate 0.15% among 340,000; Endoplasmic reticulum aminopeptidase 1 (Homo sapiens), Q9NZ08; inhibition, % at 10.7 µM; AID 652197, 2013;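 active = mean replicate inhibition of at least 30%, or all replicates individually reaching that 30% level; inactive = mean below 30% and not every replicate reaching it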;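 also: 0% = neutral control wells and 100% = L-leucinethiol positive control wells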
# Target sequence (Q9NZ08 whole entry, looked up): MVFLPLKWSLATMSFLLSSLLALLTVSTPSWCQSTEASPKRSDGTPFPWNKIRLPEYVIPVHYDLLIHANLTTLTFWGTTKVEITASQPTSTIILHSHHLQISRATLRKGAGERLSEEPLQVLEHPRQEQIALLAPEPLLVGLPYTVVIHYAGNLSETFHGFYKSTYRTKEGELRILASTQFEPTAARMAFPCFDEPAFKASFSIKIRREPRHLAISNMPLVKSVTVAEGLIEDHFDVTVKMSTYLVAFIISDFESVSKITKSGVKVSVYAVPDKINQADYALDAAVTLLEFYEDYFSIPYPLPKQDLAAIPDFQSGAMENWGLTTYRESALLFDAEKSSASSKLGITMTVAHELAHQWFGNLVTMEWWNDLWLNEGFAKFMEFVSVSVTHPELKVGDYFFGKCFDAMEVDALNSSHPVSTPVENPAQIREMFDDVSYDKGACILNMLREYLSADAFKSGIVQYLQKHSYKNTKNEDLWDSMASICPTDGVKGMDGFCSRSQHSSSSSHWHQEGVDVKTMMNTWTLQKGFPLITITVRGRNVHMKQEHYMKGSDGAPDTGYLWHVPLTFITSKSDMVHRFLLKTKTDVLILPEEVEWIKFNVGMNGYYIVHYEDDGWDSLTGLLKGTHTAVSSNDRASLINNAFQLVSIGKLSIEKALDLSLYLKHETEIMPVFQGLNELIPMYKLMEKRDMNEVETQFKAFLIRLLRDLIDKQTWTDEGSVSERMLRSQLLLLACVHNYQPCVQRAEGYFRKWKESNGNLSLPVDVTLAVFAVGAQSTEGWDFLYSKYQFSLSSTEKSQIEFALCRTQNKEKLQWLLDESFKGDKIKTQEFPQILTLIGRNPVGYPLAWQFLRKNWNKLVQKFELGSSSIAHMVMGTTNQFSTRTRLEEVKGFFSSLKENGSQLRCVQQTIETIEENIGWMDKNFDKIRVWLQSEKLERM
# LGR2 antag – inhibitors of bursicon-induced LGR2 CRE-luciferase signal, primary screen, cell-based, HEK293, CRE-luciferase reporter, bursicon stimulation. bursicon-stimulated, 4 h. inhibition, % at 9.99 µM. hit rate 0.35% among 380,000;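 active = drop in luminescence signal, shown as inhibition above about 50% in the replicate tests, limit read from the data, passing the limit was not always enough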;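 also: agonist challenge used bursicon conditioned medium at about half maximal strength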
# FN deposition inh – inhibitors of fibronectin matrix deposition, primary screen, AH1F cells, Alexa488-fibronectin fluorescence, plate reader; AH1F fibroblasts, overnight; inhibition, % at 12.6 µM; hit rate 0.086% among 350,000; AID 743247, 2014;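 active = mean inhibition across replicates of 30% or more, regardless of how many single replicates reach that level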;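 also: positive control wells lacked labelled fibronectin entirely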
#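 test system = AH1F fibroblasts assembling fluorescent fibronectin matrix | quantity = 10000 AH1F cells per well | buffer or medium = DMEM plus 2% serum, read in PBS | doses = single dose, pinned | incubation = 1 h cell attachment, overnight exposure to compound and label | detection = fluorescence at 485 nm excitation, 525 nm emission | read-out basis = inhibition from reduced deposited-fibronectin fluorescence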
# PglD inh – C. jejuni PglD acetyltransferase inhibitors, primary screen, biochemical, DTNB colorimetric, single point; UDP-N-acetylbacillosamine N-acetyltransferase PglD (Campylobacter jejuni); purified PglD enzyme, DTNB colorimetric CoA detection; inhibition, % at 12.5 µM; hit rate 0.098% among 360,000; AID 602405, 2012; in the data active = inhibition above about 16%, passing the limit was not always enough; also: strong numbers were not always called active
# PAX8 inh HTS – inhibitors of PAX8-driven TPO luciferase reporter, primary screen, RMG-I cells, single concentration. AID 652154, 2013. inhibition, % at 12.6 µM. SteadyGlo, 24 h. hit rate 1.2% among 360,000;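 active = mean replicate inhibition at least 60% with every replicate also reaching 60%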;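 also: luciferase light reporting Pax8 driven TPO promoter activity; plate controls were median of neutral control wells for no effect and mitoxantrone controls for full effect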
# PGC1a acetyl inh – inhibitors of PGC1a acetylation signal, primary screen, cell-based, U2OS, AlphaScreen, inhibitor mode. hit rate 0.17% among 350,000. AID 651687, 2012. inhibition, % at 15.6 µM. AlphaScreen anti-acetyl-lysine; with virally co-expressed GCN5 acetyltransferase;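 active = every replicate shows inhibition of at least 40%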;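 also: 0% = neutral control wells and 100% = positive control wells; some results beyond the cut were filed as inactive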
# S100A4 inh HTS – inhibitors of S100A4-myosin IIA peptide binding, primary screen, biochemical, fluorescence polarization, TAMRA-MyoIIA peptide; hit rate 0.14% among 360,000; Protein S100-A4 (Homo sapiens), P26447; AID 652163, 2013; inhibition, % at 10.7 µM;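 active = mean inhibition of at least 70% across replicates, with every replicate also reaching that level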
# Target sequence (P26447 whole entry, looked up): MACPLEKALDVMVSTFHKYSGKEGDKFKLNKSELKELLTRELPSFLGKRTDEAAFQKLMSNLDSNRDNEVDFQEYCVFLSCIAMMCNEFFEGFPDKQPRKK
#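 Compound dosing: one dose per compound; test system: human S100A4 monomer with TAMRA-labelled myosin IIA peptide; probe or stimulus: TAMRA-labelled myosin IIA heavy-chain peptide probe, 5 nM; medium: HEPES buffer with Ca2+, pH 7.2; schedule: 5 min incubation before reading; benchmarks: neutral control DMSO, positive control TFP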
# EWS-Fli inh – EWS/Fli-driven NR0B1 reporter inhibitors, primary screen, A673 cells, NR0B1 luciferase, luminescence, MLPCN library; inhibition, % at 12.6 µM; hit rate 0.67% among 350,000; viability-normalised; AID 651661, 2012;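 active = mean inhibition of at least 50% after viability correction, with every replicate also passing that limit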;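 also: firefly luciferase signal divided by Alamar Blue viability fluorescence both relative to DMSO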
# * marks the source's active call; other numbers are inactive results; . = not tested or not shown.
# Value order: ERAP1 HTS inh | LGR2 antag | FN deposition inh | PglD inh | PAX8 inh HTS | PGC1a acetyl inh | S100A4 inh HTS | EWS-Fli inh
> COc1cccc(S(=O)(=O)Nc2ccc3c(c2)C(=O)N(C)C[C@H](OC)[C@@H](C)CN[C@@H](C)CO3)c1
  -2 | -4 | 7 | 3 | . | -10 | -3 | 10
> COc1ccc(S(=O)(=O)N[C@@H]2CC[C@H](CCn3cc(C(C)C)nn3)O[C@@H]2CO)cc1
  1 | 22 | 3 | -1 | -3 | -4 | -2 | -10
> CCOC(=O)C1=C(C)Nc2sc(C(=O)c3ccc(C)cc3)c(N)c2C1c1ccc(C(=O)OC)cc1 (stereo unspecified)
  6 | -5 | 3 | -7 | 27 | -6 | 1 | 1
> Cc1cccc2nc(CSc3nnc(N)s3)cn12
  2 | 9 | 5 | . | -26 | 8 | 2 | -43
> COc1ccc(NC(=O)N(C)[C@H]2C[C@H]3c4[nH]c5ccccc5c4CCN3C[C@H]2[C@H](C)O)cc1
  -4 | -16 | -2 | 5 | -19 | 6 | -12 | -10
> Nc1ccc(N)c(C(=O)O)c1
  . | . | -10 | -3 | . | 1 | 24 | .
> COc1ccc(CN2CC3(CCN(C(=O)c4ccccc4)CC3)c3c([nH]c4cc(OC)ccc34)[C@@H]2CO)cc1
  0 | -19 | . | . | . | -12 | -5 | -10
> CCC(=O)Nc1ccc2c(c1)C(=O)N(C)C[C@@H](OC)[C@@H](C)CN(Cc1cccc(F)c1)[C@@H](C)CO2
  0 | -3 | -9 | 21 | 4 | 6 | -2 | 4
> O=C(CSc1ncn(-c2ccccc2)n1)c1cccs1
  . | . | 1 | -5 | -235 | -11 | . | .
> CSCc1cc(N2CCOCC2)nc(-c2ccccc2)n1
  7 | -16 | 4 | -10 | 3 | . | -9 | -8
> O=C(CCSCc1ccc(Cl)cc1)NCc1ccco1
  1 | 7 | . | . | 7 | . | -3 | 2
> COc1ccccc1NC(=O)N(CCN1CCOCC1)Cc1cc2cc(C)cc(C)c2[nH]c1=O
  0 | -10 | -6 | . | 15 | -1 | 0 | -1
> CCc1nnc(NC(=O)CSCc2cc(=O)n3nc(C)sc3n2)s1
  3 | -12 | 0 | -7 | 2 | 7 | 4 | .
> COc1cccc(NC(=O)N2CC(=O)N3[C@H](CO)[C@H](c4ccc(C#CC5CCCCC5)cc4)[C@H]3C2)c1
  1 | 11 | . | . | 0 | 12 | -6 | 35
> O=C(C[C@@H]1C[C@@H]2c3cc(NC(=O)c4cccnc4)ccc3O[C@@H]2[C@H](CO)O1)NCc1ccccn1
  1 | -10 | . | 2 | -5 | 3 | -4 | 0

# Reprinted from the part before: 2 entries; new compounds follow.
# Value order: ERAP1 HTS inh | LGR2 antag | FN deposition inh | PglD inh | PAX8 inh HTS | PGC1a acetyl inh | S100A4 inh HTS | EWS-Fli inh
> COc1cccc(NC(=O)N2CC(=O)N3[C@H](CO)[C@H](c4ccc(C#CC5CCCCC5)cc4)[C@H]3C2)c1
  1 | 11 | . | . | 0 | 12 | -6 | 35
> O=C(C[C@@H]1C[C@@H]2c3cc(NC(=O)c4cccnc4)ccc3O[C@@H]2[C@H](CO)O1)NCc1ccccn1
  1 | -10 | . | 2 | -5 | 3 | -4 | 0
> C=CCSc1nnc(-c2nnc(SCC=C)n2-c2ccccc2)n1-c1ccccc1
  . | . | -3 | -2 | 18 | -14 | . | .
> O=C1c2ccccc2C(=O)N1CC1c2ccccc2CCN1C(=O)CN1CCOCC1 (stereo unspecified)
  -5 | . | 0 | . | 7 | 7 | 0 | 3
> CCOc1ccc(Cn2c3ccc(OC)cc3c3nc4ccccc4nc32)cc1
  -4 | . | 2 | -7 | . | -7 | 4 | 30
> COc1ccccc1N(C(=O)c1snc(C(N)=O)c1N)C(C(=O)NC1CCCCC1)c1cccc(OC)c1OC (stereo unspecified)
  -1 | -13 | 0 | 0 | 11 | . | 4 | 8
> CCCN(C)C[C@@H]1Oc2cc(C#CCC3CCCC3)ccc2S(=O)(=O)N([C@H](C)CO)C[C@H]1C
  . | 14 | 16 | . | 71* | -8 | . | 43
> Cc1ccccc1Cc1c(C)nc2c(C(=O)NCc3ccc4c(c3)OCO4)cnn2c1C
  1 | -3 | . | -5 | . | -2 | -3 | 8
> CN1CCCN(S(=O)(=O)c2ccccc2)CC1
  15 | -9 | 1 | 1 | -1 | . | 25 | 9
> COc1ccc(NC(=O)CSc2nc(N)c3cc4c(nc3n2)CC(C)(C)OC4)cc1
  2 | -17 | 6 | 1 | -25 | 3 | 12 | -35
> CC(=O)c1cc(CN2CCN(CCC(C)C)C(CCO)C2)cs1 (stereo unspecified)
  -3 | 6 | 15 | -4 | 12 | -6 | -3 | 10
> CC(C)C[C@H](NC(=O)N1CC(=O)Nc2ccccc21)C(=O)N[C@@H](Cc1ccccc1)C(=O)O
  . | . | . | 3 | . | 5 | -10 | -2
> C[C@H]1CN([C@@H](C)CO)C(=O)c2cc(-c3cccnc3)cnc2O[C@H]1CN(C)C(=O)NC1CCCC1
  -4 | -6 | 0 | -2 | . | -1 | 7 | -7
> COc1cccc(C#Cc2ccc([C@@H]3[C@H]4CN(C(=O)c5ccncc5)CC(=O)N4[C@H]3CO)cc2)c1
  0 | -6 | . | . | 5 | -7 | -13 | -9
> COCCCNC(=O)CNC(=S)N(Cc1ccccc1F)C1CCCCC1
  . | 14 | 2 | -5 | . | 6 | . | .
> C[C@@H]1CN([C@@H](C)CO)C(=O)c2cc(NS(=O)(=O)c3cccs3)ccc2O[C@@H]1CN(C)S(=O)(=O)c1cccs1
  . | -16 | . | . | 0 | -9 | . | -3
> Cc1ccc(-c2ccc([C@@H]3[C@@H](CO)N4CCCCN(S(=O)(=O)c5cccc(C)c5)C[C@H]34)cc2)cc1
  1 | . | . | -1 | 32 | -18 | 11 | -8
> O=C(Nc1ccc(O)cc1C(=O)O)c1cccs1
  -3 | -7 | -8 | . | -37 | -7 | -6 | 2
> CCc1noc(C)c1C(=O)N1CCCSC1=Nc1ccccc1OC
  -3 | -9 | -2 | -4 | 2 | -5 | -5 | 0
> COc1ccc2c3c([nH]c2c1)[C@H](CO)N(Cc1ccccc1)CC31CN(C(=O)c2ccccn2)C1
  . | 3 | -14 | . | . | -1 | . | 13
> CCOC(=O)c1c(C)[nH]c(C2=NNC(=Nc3ccccc3)SC2)c1C
  11 | -21 | -5 | 1 | -7 | 2 | -6 | -15
> OC[C@H]1[C@@H](c2ccc(-c3ccccc3)cc2)[C@@H]2CN(Cc3cncnc3)CCCCN12
  -1 | -10 | . | -1 | -18 | 7 | -7 | -6
> CO[C@H]1CC[C@@H]2CCOc3ccc(C#N)cc3C(=O)N(C)[C@H](C)C(=O)N(C)C[C@@H]1O2
  -4 | 13 | 3 | 2 | 5 | . | 12 | -1
> CC(C)(C)c1cc(NC(=O)Nc2ccccc2OC(F)(F)F)no1
  -1 | 4 | 5 | 0 | 16 | -6 | -4 | -15
> C[C@@H]1CN([C@H](C)CO)C(=O)c2ccccc2-c2ccccc2CO[C@@H]1CN(C)C(=O)Nc1ccnc(N2CCOCC2)c1
  -2 | 1 | 6 | 0 | -39 | 1 | -3 | 1
> CCOC(=O)[C@]12CCCC=C1N(Cc1ccco1)C(=O)[C@H](CC(=O)NCCCN1CCCC1=O)C2
  -5 | -6 | -1 | . | -18 | . | -1 | -4
> CCCNC(=O)[C@H]1[C@H](CO)[C@H]2Cn3c(ccc(-c4ccccc4F)c3=O)[C@@H]1N2C(=O)CC
  1 | 10 | . | 1 | -3 | . | 0 | 4
> CC(=O)Nc1ccc(-c2ccnc3c2CC(C)(C(=O)NCc2ccc(F)c(F)c2)O3)cc1 (stereo unspecified)
  2 | 19 | 8 | -1 | 26 | 1 | -3 | 37
> C[C@H](CO)N1C[C@H](C)[C@H](CN(C)Cc2ccc(C(F)(F)F)cc2)OCCCC[C@H](C)Oc2ccc(NC(=O)c3ccccc3)cc2C1=O
  3 | 10 | . | 11 | 90* | -4 | 3 | 29
> Cc1ccc(-c2ccc(CCC(=O)O)n2NC(=O)c2ccc([N+](=O)[O-])cc2)cc1
  -6 | . | 6 | -2 | -2 | 4 | -2 | -37
> O=C(Nc1cccc(Cl)c1)N1C[C@H]2[C@@H](c3ccccc31)[C@@H](CO)N2Cc1cccnc1
  -1 | -4 | 4 | 2 | -1 | -1 | 0 | 0
> COc1cccc(OCC(O)CN2CCN(C(c3ccccc3)c3ccccc3)CC2)c1 (stereo unspecified)
  . | 7 | -4 | 4 | 26 | 10 | 1 | 1
> CC(C)N(C(=O)CSc1n[nH]c(=O)n1CCc1ccccc1)C(C)C
  0 | 1 | 0 | -1 | -10 | -4 | -3 | 6
> CCc1nnc(NC(=O)CSc2nc3cccnc3n2Cc2ccccc2)s1
  . | . | 0 | -3 | 8 | 10 | . | .
> CCc1noc(C)c1C(=O)N1CCN(S(=O)(=O)c2cc(C)ccc2C)CC1
  -3 | 11 | -5 | 0 | 7 | . | 7 | .
> Cc1nnc(NC(=O)c2ccccc2Oc2ccccc2)s1
  . | -9 | -13 | 3 | 5 | . | -5 | 11
> COc1ccc(NC(=O)N2CCC(Cc3ccccc3)CC2)cc1
  -4 | -2 | . | . | -39 | . | 0 | -1
> CC(C)(C)c1ccc(N/N=C(\C#N)S(=O)(=O)C(C)(C)C)cc1
  8 | 1 | 9 | . | 26 | . | 1 | 13
> CC1CCN(C(=O)CSc2ccc(-c3ccc4c(c3)OCCO4)nn2)CC1
  1 | 9 | 1 | 5 | -14 | . | -3 | -34
> CN(CC(=O)NCCCc1ccccc1)S(=O)(=O)c1ccc(Br)cc1
  -4 | 1 | -1 | -2 | -3 | -16 | -4 | -7
> CC(C)c1ccc(OCc2ccc(C(=O)NN3CCN(C)CC3)o2)cc1
  4 | -10 | 4 | . | -215 | . | 1 | -19
> O=C(NCc1ccco1)Nc1cccc(-c2ccccc2)c1
  -4 | 7 | . | 5 | 0 | 15 | 2 | 6
> Cc1cc(C)c(C)c(S(=O)(=O)NCc2ccc(C(=O)NCC3CCCO3)cc2)c1C (stereo unspecified)
  -1 | -2 | -2 | 1 | 8 | . | 0 | 1

# In the list so far, seven contain an aryl thioether with sulfur outside any ring.
# Value order: ERAP1 HTS inh | LGR2 antag | FN deposition inh | PglD inh | PAX8 inh HTS | PGC1a acetyl inh | S100A4 inh HTS | EWS-Fli inh
> Cc1cccc2nc(CSc3nnc(N)s3)cn12
  2 | 9 | 5 | . | -26 | 8 | 2 | -43
> O=C(CSc1ncn(-c2ccccc2)n1)c1cccs1
  . | . | 1 | -5 | -235 | -11 | . | .
> C=CCSc1nnc(-c2nnc(SCC=C)n2-c2ccccc2)n1-c1ccccc1
  . | . | -3 | -2 | 18 | -14 | . | .
> COc1ccc(NC(=O)CSc2nc(N)c3cc4c(nc3n2)CC(C)(C)OC4)cc1
  2 | -17 | 6 | 1 | -25 | 3 | 12 | -35
> CC(C)N(C(=O)CSc1n[nH]c(=O)n1CCc1ccccc1)C(C)C
  0 | 1 | 0 | -1 | -10 | -4 | -3 | 6
> CCc1nnc(NC(=O)CSc2nc3cccnc3n2Cc2ccccc2)s1
  . | . | 0 | -3 | 8 | 10 | . | .
> CC1CCN(C(=O)CSc2ccc(-c3ccc4c(c3)OCCO4)nn2)CC1
  1 | 9 | 1 | 5 | -14 | . | -3 | -34
